# Apaf1 inhib – inhibitors of human Apaf-1 apoptosome, primary screen, biochemical, DEVD-Rh110 fluorescence, uHTS. actives 0.71% (n = 330,000). AID 489030, 2010. inhibition, % at 20 µM. Apoptotic protease-activating factor 1 (Homo sapiens), O14727. reconstituted apoptosome caspase-3 activity; active means inhibition of at least 40% at 20 µM;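 further: plate controls were DMSO wells for no effect and DEVD-CHO caspase inhibitor wells for full effect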
#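 Material: cell-free apoptosome with Apaf-1, procaspase-3 and caspase-9; Buffer or medium: Hepes pH 7.5 with detergent and BSA; Reagent: cytochrome c trigger plus (Z-DEVD)2-Rh110 caspase-3 substrate; Times: compound with Apaf-1, dATP, procaspase-3 30 min, then 50 min reaction, room temperature; Technique: Rh110 fluorescence intensity.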
# APOBEC3G inh – APOBEC3G DNA deaminase inhibitors, primary screen, biochemical, fluorescence, single-stranded DNA substrate, uHTS. recombinant A3G, ssDNA deamination FAM/TAMRA fluorescence. inhibition, % at 20 µM. actives 0.28% (n = 330,000);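 active means inhibition of at least 40% at 20 µM, with no more than 30% in the related APOBEC3A deaminase screen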;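 further: plate controls were DMSO wells with A3G for no effect and wells lacking A3G enzyme for full effect; some compounds called inactive have numbers as strong as hits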
# Target sequence (Q9HC16 whole entry, looked up): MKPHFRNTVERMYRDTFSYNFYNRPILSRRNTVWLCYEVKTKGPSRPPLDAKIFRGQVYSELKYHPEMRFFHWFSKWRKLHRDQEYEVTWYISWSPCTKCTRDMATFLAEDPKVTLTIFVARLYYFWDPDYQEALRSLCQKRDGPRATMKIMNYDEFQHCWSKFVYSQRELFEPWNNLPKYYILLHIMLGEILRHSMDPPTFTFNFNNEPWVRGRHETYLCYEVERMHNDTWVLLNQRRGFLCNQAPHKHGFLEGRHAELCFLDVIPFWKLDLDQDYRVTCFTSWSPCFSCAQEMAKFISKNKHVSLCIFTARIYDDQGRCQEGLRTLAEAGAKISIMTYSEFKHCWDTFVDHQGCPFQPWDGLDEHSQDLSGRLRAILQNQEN
# SENP1 inh – human SENP1 catalytic domain inhibitors, primary screen, biochemical, FRET, uHTS | AID 624204, 2012 | inhibition, % at 10 µM | Sentrin-specific protease 1 (Homo sapiens), Q9P0U3 | actives 0.21% (n = 360,000) | recombinant SENP1 catalytic domain, CyPet-SUMO1-YPet FRET cleavage;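 active means inhibition at least 30% at 10 µM, raw YFP signal under a set limit, fluorescence ratio 0.5 to 1.5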;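 further: 0% = enzyme with DMSO and 100% = no enzyme wells; some results filed as inactive read as strong as hits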
# Target sequence (Q9P0U3 419-644 limits assumed): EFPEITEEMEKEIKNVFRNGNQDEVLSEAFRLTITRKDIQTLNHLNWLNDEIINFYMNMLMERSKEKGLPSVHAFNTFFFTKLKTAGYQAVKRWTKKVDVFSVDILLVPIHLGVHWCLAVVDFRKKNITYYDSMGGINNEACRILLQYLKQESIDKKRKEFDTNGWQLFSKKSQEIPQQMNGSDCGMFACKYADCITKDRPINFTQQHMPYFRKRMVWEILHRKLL
#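 Assay system: hSENP1 catalytic domain, recombinant. Amount: SENP1 enzyme, 20 pM final. Schedule: 50 min reaction, RT, dark. Technique: FRET, CFP and YFP emission. Control set: no-enzyme wells low, DMSO-plus-enzyme wells high control.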
# SENP6 block – SENP6 protease inhibitors, primary screen, biochemical, luminescence, uHTS. inhibition, % at 10 µM. Recombinant SENP6 catalytic domain, aminoluciferin luminescence. AID 2599, 2010. Sentrin-specific protease 6 (Homo sapiens), Q9GZR1. actives 1.8% (n = 330,000);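 active means inhibition above about 50% at the single tested dose, limit read from the data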;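 further: plate controls were DMSO wells with enzyme for no effect and DMSO wells lacking enzyme for full effect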
# UBC13 polyUb – UBC13 polyubiquitin chain formation inhibitors, primary screen, biochemical, TR-FRET, uHTS. actives 0.47% (n = 330,000). AID 485273, 2010. inhibition, % at 20 µM; in the data active means inhibition above about 45%, passing the limit was not always enough
# Target sequence (P61088 whole entry, looked up): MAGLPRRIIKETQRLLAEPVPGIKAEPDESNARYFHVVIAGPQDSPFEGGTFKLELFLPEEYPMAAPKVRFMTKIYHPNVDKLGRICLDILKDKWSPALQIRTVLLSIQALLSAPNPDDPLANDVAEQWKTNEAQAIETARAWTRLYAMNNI
# SENP7 inh – SENP7 protease inhibitors, primary screen, biochemical, luminescence, uHTS; Sentrin-specific protease 7 (Homo sapiens), Q9BQF6; recombinant SENP7, Z-RLRGG-aminoluciferin luminescence, 40 min; inhibition, % at 5 µM; actives 1.5% (n = 330,000); AID 434973, 2010;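 active means inhibition above about 50% at the single test dose, limit read from the data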;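 further: plate controls were DMSO with enzyme for no effect and no enzyme buffer wells for full effect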
# SENP8 block-1 – SENP8 protease inhibitors, primary screen, biochemical, luminescence | Sentrin-specific protease 8 (Homo sapiens), Q96LD8 | purified SENP8, Z-RLRGG-aminoluciferin cleavage | inhibition, % at 10 µM | actives 1.2% (n = 330,000) | AID 2540, 2010; in the data active means inhibition above about 50%
# Target sequence (Q96LD8 whole entry, looked up): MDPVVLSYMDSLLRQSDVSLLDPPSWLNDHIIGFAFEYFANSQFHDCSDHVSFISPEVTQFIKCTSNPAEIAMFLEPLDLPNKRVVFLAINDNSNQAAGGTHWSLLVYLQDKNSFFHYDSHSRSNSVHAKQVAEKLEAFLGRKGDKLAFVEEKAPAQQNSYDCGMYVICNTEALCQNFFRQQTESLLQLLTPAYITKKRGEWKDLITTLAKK
# SENP8 block-2 – human SENP8 protease inhibitors, primary screen, biochemical, fluorescence, Nedd8 protein substrate, uHTS. Sentrin-specific protease 8 (Homo sapiens), Q96LD8. recombinant SENP8. inhibition, % at 20 µM. actives 0.64% (n = 360,000). AID 602440, 2012; in the data active means inhibition mostly above about 40%, no sharp cut-off; inactive means mostly below about 27%
# The depositor's hits bear a star.
SMILES,Apaf1 inhib,APOBEC3G inh,SENP1 inh,SENP6 block,UBC13 polyUb,SENP7 inh,SENP8 block-1,SENP8 block-2
CN(C)S(=O)(=O)Oc1ccccc1C(=O)Nc1ccc(F)cc1,-6,-3,2,-5,6,-8,3,23
CSc1ccccc1NC(=O)COc1ccc(Cl)cc1C,17,-4,2,28,8,9,2,8
COc1ccc(NC(=O)CCOc2cc(C)ccc2C)cc1S(=O)(=O)N1CCCCC1,10,-5,1,-7,12,-4,9,17
Cc1cccc(OC(=O)NCCOC(=O)N(O)c2ccc(Cl)cc2)c1,7,-2,0,12,-1,-6,-1,-7
CCOC(=O)/C(C#N)=C1/C=CN(c2ccc(C)cc2)C=N1,-4,-2,1,-5,0,3,7,3
COc1ccc([N+](=O)[O-])cc1NC(=O)CSCc1cc(C)cc(C)c1,8,-6,2,-4,4,-2,-5,14
COc1ccccc1C(=O)NC(C)c1cccc2ccccc12 (stereo unspecified),12,-1,-2,-7,6,5,-3,1
COc1cc2c(c(OC)c1OC)-c1ccc(NC(=O)c3ccccc3)c(=O)cc1[C@@H](NC(C)=O)CC2,19,-2,0,-8,4,5,3,4
O=C(O)c1c(F)c(F)c(F)c(F)c1-c1ccc(Cl)cc1,-12,-7,0,-5,11,-1,-2,10
C[C@H](NC(=O)c1ccccc1Cl)C(=O)OCC(=O)NNC(=O)c1cccs1,-2,-5,1,-1,-6,-1,1,-8
COc1ccc(CCNC(=O)CCS(=O)(=O)c2ccc3c(c2)NC(=O)C(C)S3)cc1OC (stereo unspecified),5,-1,-1,11,-2,-1,9,9
O=C(CSCC(=O)Nc1ccc2ccccc2c1)NCc1ccccc1,8,-2,2,15,5,5,-2,12
CC(C)(C)c1nc(NCC2CCCO2)c2nnn(Cc3ccccc3)c2n1 (stereo unspecified),7,1,-1,-6,11,5,5,4
CCNc1nc(NC(C)C)nc(OCC)n1,-16,-5,-2,-23,7,6,6,27
COc1cc(OC)nc(Oc2ccccc2/C=N/O)n1,-7,-6,-3,-20,2,6,1,13
O=C(NCCCNc1ccc(C(F)(F)F)cc1[N+](=O)[O-])c1cc(F)c(F)cc1Cl,17,-3,8,2,2,-9,-3,36
CCCC(=O)N=c1sc2c(OC)ccc(OC)c2n1C,-8,-5,1,3,22,-3,4,6
O=C(c1ccc(F)cc1F)N1CCCC(c2nc(-c3ccc(F)cc3)no2)C1 (stereo unspecified),17,-1,-1,6,6,-4,-3,-4
COc1cccc(-c2cc(C(=O)N3CCN(S(=O)(=O)c4ccc(Br)cc4)CC3)[nH]n2)c1,10,-5,0,-2,2,2,1,0
CSC1=N/C(=C\c2cccc(Cl)c2)C(=O)N1N(C)C,-11,-1,2,-8,-5,-5,-8,18
CCS(=O)(=O)N1CCN(C2Cc3ccccc3C2)CC1,-10,-2,0,-26,-1,-3,-6,19
CCNC(=O)CC1C(=O)N(c2cccc(OC)c2)C(=O)N1CCOC (stereo unspecified),0,-8,4,-9,0,9,-3,8
CCOc1cc(NCc2ccccc2)c2ncn(C(C)C)c2c1,42*,-10,1,-7,20,4,-4,35
Cn1nnnc1SCC(=O)Nc1cc(C(=O)O)cc(C(=O)O)c1,-20,-7,2,-2,5,4,-2,16
Cc1cc(S(=O)(=O)N2CCCC2)ccc1OCC(=O)NCc1ccco1,-4,2,-1,2,4,16,6,4
# More compounds.
SMILES,Apaf1 inhib,APOBEC3G inh,SENP1 inh,SENP6 block,UBC13 polyUb,SENP7 inh,SENP8 block-1,SENP8 block-2
O=C(Nc1ccc2c(c1)OC1(CCCC1)O2)C1CC1,-6,-9,-2,1,0,-7,2,1
COCCCNC(=O)CSc1nc2ccccc2c(=O)n1CCC(=O)NCCc1ccc(OC)c(OC)c1,-5,-2,0,10,-3,13,-2,15
COCc1[nH][nH]c(=O)c1C=Nc1ccc(F)cc1F,-3,-3,0,-11,1,6,-3,16
CC(=O)CC1OC(=O)C(Br)=C1NCc1ccccc1 (stereo unspecified),-19,-7,-3,-1,-3,-1,-10,12
O=C(NCCCN1CCOCC1)c1cc(S(=O)(=O)N2CCOCC2)ccc1Cl,3,-3,0,-7,-11,-8,-3,14
COc1ccc(C(=O)NCCS(=O)(=O)NCC2CCCO2)cc1 (stereo unspecified),3,-13,2,-16,-6,-16,-4,7
O=C1C(Cl)=C(N2CCN(Cc3ccccc3)CC2)C(=O)N1c1ccccc1,19,-5,8,-12,-9,-4,-4,48*
Cc1cccc(OCCNS(=O)(=O)c2ccc(Cl)cc2)c1,2,-6,2,-1,8,-6,1,16
CN(C[C@@H](Cc1cccc2ccccc12)N(C[C@H](Cc1ccccc1)N(CCc1ccccc1)N=O)N=O)N=O,0,-11,1,2,-26,0,-2,10
COc1ccc(N2CCN(C(=O)COC(=O)CNC(=O)c3cccc(OC(F)F)c3)CC2)cc1,2,-1,3,-9,6,0,-5,3
Cc1ccc(S(=O)(=O)NC(C(=O)N2CCOCCOCCOCC2)C(C)C)cc1 (stereo unspecified),1,-1,5,-28,0,1,12,6
Cc1ccc(-c2nnc(OCc3nc4ccccc4n3C)c3ccccc23)cc1,4,2,3,-16,-16,-2,-1,19
Cc1cccnc1NC(=O)C1CC(=O)N(c2ccc3c(c2)OCCO3)C1 (stereo unspecified),0,-8,-2,-17,3,-1,-9,3
O=S(=O)(Nc1ncccn1)c1ccc(NC(=S)Nc2ccccc2Cl)cc1,-22,-7,2,6,15,2,-1,23
CC(C)CN(C(=O)CCCSc1nc2ccccc2[nH]1)c1c(N)n(Cc2ccccc2)c(=O)[nH]c1=O,4,-10,-16,-16,-1,-4,1,-30
COC(=O)[C@@H]1[C@@H](C)N(Cc2ccccc2)C(=O)N[C@H]1c1cccc(C(F)(F)F)c1,11,-4,-1,-18,-10,5,-18,14
COc1ccc(/C(C)=N\n2cnnc2)cc1,-8,-5,2,1,0,2,3,32
N#CC(=C=[N-])/C=C(\C(=O)c1ccccc1)[n+]1ccccc1,-24,-8,-1,-6,-2,-5,1,13
CC(C)NC(=O)Nc1cccc2c1O[C@H](CN(C)S(=O)(=O)c1ccc(F)cc1)[C@@H](C)CN([C@H](C)CO)C2=O,-6,22,0,-23,-8,6,-4,12
Cc1ccc(N2C(=O)c3ccc(C(=O)NCCN4CCOCC4)cc3C2=O)cc1,5,-1,0,-14,-10,-3,-11,14
N#Cc1ccc(C(=O)NCC(c2ccco2)N2CCCCC2)cc1 (stereo unspecified),3,3,2,-8,-7,9,-4,11
COc1ccc(NC(=O)CN(C)C(=O)c2ccc(C)s2)cc1,-3,-9,1,7,-1,3,-1,18
CC(C)C(NC(=O)CCNC(=O)c1ccc(C(C)(C)C)cc1)c1nc2ccccc2[nH]1 (stereo unspecified),32,-12,-1,-19,0,-7,-10,9
COCCn1c(Sc2ccc(C)cc2)nc2c1c(=O)[nH]c(=O)n2C,1,-11,1,-10,-10,-8,-11,12
Cc1cccc(CSc2nnc([C@@H]3CCCN3)o2)c1,2,7,2,4,-7,9,2,12
# New compounds follow
SMILES,Apaf1 inhib,APOBEC3G inh,SENP1 inh,SENP6 block,UBC13 polyUb,SENP7 inh,SENP8 block-1,SENP8 block-2
COc1ccc(C(=O)Nc2cnccn2)cc1[N+](=O)[O-],-6,0,1,-18,0,5,1,13
N#Cc1ccccc1NC(=O)CNc1ccccc1N1CCCCC1,10,-5,-2,-2,9,7,1,11
CCOc1ccc(OCCCC(=O)Nc2nc3ccccc3[nH]2)cc1,-25,-9,3,-5,20,4,-4,17
CCC(=O)Nc1ccc(NC(=O)c2ccccc2)nc1,-13,-8,-2,-6,2,5,5,13
Cc1cc(C)cc(C(=O)NCC(=O)OCc2nc(N)nc(Nc3ccccc3C)n2)c1,-2,0,1,9,0,2,0,-8
Nc1nc(Nc2ccccc2)nc(NC2CCCCC2)c1[N+](=O)[O-],30,-1,2,1,4,-10,2,30
COCCNC(=O)/C(C#N)=C/c1c(N2CCN(c3ccccc3)CC2)nc2c(C)cccn2c1=O,20,-4,-43,-17,5,-2,1,-283
Cc1ccc(C(=O)/C=C2\NCCNC2=O)cc1,-7,-6,-2,-6,-2,2,-13,30
O=C(OCc1nc2ccccc2s1)C1CCN(S(=O)(=O)c2cccs2)CC1,14,-6,0,-8,-9,-8,-8,1
CC(C)(C)c1cc(C(=O)NN)n(Cc2ccc(F)cc2)n1,-13,0,0,-17,0,6,3,26
Cc1ccc(C)c(N(C)C(=O)CCS(=O)(=O)c2cccc3nonc23)c1,8,-2,1,-8,-1,-5,-10,12
Cc1noc(C)c1C(=O)Nc1nc(-c2ccc([N+](=O)[O-])cc2)cs1,10,-3,4,0,-4,-4,-6,18
Cn1cc(/C=N/n2cnc3scc(-c4ccc(Cl)cc4)c3c2=O)c2ccccc21,12,-4,1,-3,0,7,0,-52
CCc1cc2c(=O)n(Cc3ccco3)c(SCC(=O)NCC3CCCO3)nc2s1 (stereo unspecified),7,-10,1,-19,-3,2,-7,3
Cc1ccc(-c2nc(S(=O)(=O)c3ccccc3)c(SCC(=O)NCC3CCCO3)o2)cc1 (stereo unspecified),13,-2,-3,0,2,-2,4,-7
O=C(CSc1nnc(-c2cccnc2)n1-c1ccccc1)Nc1ccccc1,-2,2,1,-12,-4,6,10,13
CC(C)CCNC(=O)NC(=O)CSc1nnc(-c2ccccc2Br)o1,10,-4,1,-1,-2,18,-9,17
Cc1nc2ccccn2c1/C(O)=C1\C(=O)C(=O)N(CCN(C)C)C1c1cccnc1 (stereo unspecified),-6,-4,-27,-7,-3,2,4,18
O=C(O)Cc1sc(-c2cccnc2)nc1-c1ccc(Br)cc1,7,-9,-4,4,-10,4,1,-44
COc1cc(C(=O)c2ccccc2)c([N+](=O)[O-])cc1OC,-3,-5,0,6,-11,-7,1,10
CCC(C)(C)NC(=O)CN(Cc1cccs1)C(=O)CNS(=O)(=O)c1ccc(F)cc1,4,-10,2,-2,11,-1,-4,12
CSc1nn(-c2ccc(C(=O)OCC(=O)NC(=O)NC(C)C)cc2)c(=S)s1,22,-1,-2,-2,6,-1,-1,16
CC(C)(COC(=O)Nc1ccccc1)COC(=O)Nc1ccccc1,10,-27,2,-4,-2,2,8,4
COc1ccccc1OCCNC(=O)CN1C(=O)NC2(CCCCC2)C1=O,0,-10,2,-21,-5,-6,-15,11
CC(C)SCCCOc1ccc(C(C)(C)C)cc1,9,-3,-1,0,6,0,2,12
Cc1coc2c(C)c3oc(=O)c(CC(=O)N[C@@H](CC(C)C)C(=O)O)c(C)c3cc12,11,-2,-10,-18,0,-2,-7,-191

# Results in SENP8 block-2, SENP7 inh and UBC13 polyUb, for 5 of the compounds above:
Compound | SENP8 block-2 | SENP7 inh | UBC13 polyUb
Nc1nc(Nc2ccccc2)nc(NC2CCCCC2)c1[N+](=O)[O-] | 30 | -10 | 4
COc1ccccc1OCCNC(=O)CN1C(=O)NC2(CCCCC2)C1=O | 11 | -6 | -5
CCC(C)(C)NC(=O)CN(Cc1cccs1)C(=O)CNS(=O)(=O)c1ccc(F)cc1 | 12 | -1 | 11
CCC(=O)Nc1ccc(NC(=O)c2ccccc2)nc1 | 13 | 5 | 2
Cc1noc(C)c1C(=O)Nc1nc(-c2ccc([N+](=O)[O-])cc2)cs1 | 18 | -4 | -4

# Compound activity: PubChem BioAssay, Sanford-Burnham Center for Chemical Genomics
